High-throughput results (PubChem BioAssay)
VLA-4 inh: inhibition in a human VLA-4 binding assay; P13612; VLA-4 expressing cells, ligand binding flow cytometry; inhibition, % (about 7 µM as worked out from the volumes in the protocol); 0.2% of 330,000 active; AID 2557; in the data active = inhibition above about 50%
Target sequence (P13612 whole entry, looked up): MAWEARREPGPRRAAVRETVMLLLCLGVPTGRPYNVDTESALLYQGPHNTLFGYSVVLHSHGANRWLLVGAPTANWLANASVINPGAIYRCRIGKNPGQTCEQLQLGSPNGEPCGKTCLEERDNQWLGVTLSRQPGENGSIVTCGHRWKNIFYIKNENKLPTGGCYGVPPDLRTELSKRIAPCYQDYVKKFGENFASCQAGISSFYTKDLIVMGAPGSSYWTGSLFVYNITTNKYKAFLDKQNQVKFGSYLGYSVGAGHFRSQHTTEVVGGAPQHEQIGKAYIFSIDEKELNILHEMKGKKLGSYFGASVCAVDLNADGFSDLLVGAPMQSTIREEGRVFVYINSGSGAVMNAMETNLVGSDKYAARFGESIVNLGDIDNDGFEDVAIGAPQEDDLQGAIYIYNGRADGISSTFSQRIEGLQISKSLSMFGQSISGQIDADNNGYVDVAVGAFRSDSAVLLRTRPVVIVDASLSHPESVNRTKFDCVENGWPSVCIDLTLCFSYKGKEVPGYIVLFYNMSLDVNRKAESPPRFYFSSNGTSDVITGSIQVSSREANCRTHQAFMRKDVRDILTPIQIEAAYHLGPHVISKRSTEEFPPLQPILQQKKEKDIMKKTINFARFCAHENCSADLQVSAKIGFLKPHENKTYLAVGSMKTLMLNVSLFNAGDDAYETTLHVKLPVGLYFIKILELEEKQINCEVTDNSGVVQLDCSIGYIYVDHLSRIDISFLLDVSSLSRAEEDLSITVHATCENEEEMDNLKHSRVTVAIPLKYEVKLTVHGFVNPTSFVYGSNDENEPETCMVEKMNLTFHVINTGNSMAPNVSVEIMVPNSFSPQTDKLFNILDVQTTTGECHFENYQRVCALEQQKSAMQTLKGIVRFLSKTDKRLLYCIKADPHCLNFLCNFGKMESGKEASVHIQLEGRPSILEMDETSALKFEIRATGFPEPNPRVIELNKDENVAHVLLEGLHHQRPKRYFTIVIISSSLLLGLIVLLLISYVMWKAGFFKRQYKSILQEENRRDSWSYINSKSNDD
AGP1 TOR yeast: modulators of TOR pathway AGP1-GFP in S. cerevisiae; S. cerevisiae AGP1-GFP multiplex flow cytometry, 3 h; GFP as percent of DMSO wells; GFP response vs DMSO, % at 10 µM; AID 2066; 0.02% of 320,000 active;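 active = GFP response relative to DMSO above a set limit, near screen average plus 3 SD, cut at about 150% in these data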;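 also: median GFP channel fluorescence of the gated AGP1 strain per well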
CR mimetic SO: yeast age-related superoxide inhibition as caloric restriction mimetic; S. cerevisiae aged cells, superoxide DHE fluorescence; active compounds read low; superoxide response (% of plate mean), % at 10 µM; 0.18% of 330,000 active;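 active = superoxide response under a set limit, about three screen SD below normal, cut at about 65% in these data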;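 also: yeast aged for seven days with compound at 30 °C before DHE staining; 100% = average MFI of all compound-treated wells on the plate with controls excluded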
MEP2-GFP yeast: alters MEP2-GFP fluorescence in TOR pathway yeast screen; AID 2016; S. cerevisiae MEP2-GFP strain, flow cytometry GFP, 3 h; 100% = DMSO control level; 0.51% of 330,000 active; GFP response vs DMSO, % at 10 µM;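 active = GFP response versus DMSO above a set limit, roughly screen mean plus 3 SD, cut at about 180% in these data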;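 also: median GFP fluorescence of the barcode-gated MEP2-GFP cells per well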
RPL19A TOR yeast: alters RPL19A-GFP fluorescence in TOR pathway yeast screen. S. cerevisiae RPL19A-GFP strain, flow cytometry, 3 h; active compounds read low. percent response vs DMSO, % at 10 µM. AID 2025. 0.3% of 330,000 active;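 active = percent response vs DMSO below 50%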;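 also: median channel GFP fluorescence of the barcoded RPL19A-GFP strain; ratio of sample median GFP to plate DMSO average so 100% = DMSO; lower means less RPL19A-GFP as with rapamycin TOR inhibition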
GRK2 aptamer HTS: human GRK2 inhibition via aptamer displacement; 0.59% of 330,000 active; AID 488847; inhibition of aptamer binding, % at 10 µM; bead flow cytometry, FAM-aptamer displacement from GRK2;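 active = inhibition of aptamer binding above 40%, roughly 3 SD of noise, on plates passing a quality check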;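 also: median bead fluorescence of bound FAM aptamer so fluorescent compounds give negative values; no value below 0 was filed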
LAP4-GFP MLPCN: yeast TOR pathway LAP4-GFP modulation; S. cerevisiae LAP4-GFP multiplex, flow cytometry GFP, 3 h; median GFP as percent of DMSO wells; GFP response vs DMSO, % at 10 µM; 0.34% of 320,000 active; AID 2023;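 active = GFP response vs DMSO above a set limit, about the screen mean plus 3 SD, cut at about 150% in these data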
CIT2 TOR yeast: alters CIT2-GFP fluorescence in TOR pathway yeast screen. S. cerevisiae CIT2-GFP strain, flow cytometry, 3 h; 100 means same as DMSO wells. GFP response vs DMSO, % at 10 µM. 0.065% of 320,000 active. AID 2029;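 active = GFP response relative to DMSO above a set limit, near the screen mean plus 3 SD, cut at about 150% in these data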;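 also: ratio of well median GFP fluorescence to mean of DMSO wells on the plate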
Starred values were filed as active, the others as inactive; / = no result given.

smiles	VLA-4 inh	AGP1 TOR yeast	CR mimetic SO	MEP2-GFP yeast	RPL19A TOR yeast	GRK2 aptamer HTS	LAP4-GFP MLPCN	CIT2 TOR yeast
CCCN(C(=O)CSc1ncccn1)C1CCS(=O)(=O)C1 (stereo not drawn)	-4	107	92	108	98	0	108	98
Cc1ccc(S(=O)(=O)CC(=O)Nc2c(C)n(C)n(-c3ccccc3)c2=O)cc1	10	112	95	103	100	0	102	109
CC(=O)N1c2ccc(S(=O)(=O)N3CCCC3C(=O)NCc3ccc(Cl)cc3)cc2CC1C (stereo not drawn)	-7	99	142	106	104	0	110	97
CN1CCN(C(=O)c2cc(COc3c(F)cccc3F)on2)CC1c1ccccc1 (stereo not drawn)	8	119	89	101	96	0	158*	87
CN(CCO)CCOCCOc1cccc2ccccc12	5	100	104	87	96	0	90	74
CC(C)(C)c1ccc(/C=C2\SC(=O)N(CCNC(=O)c3cccc(S(=O)(=O)N4CCOCC4)c3)C2=O)cc1	16	93	112	95	98	0	95	97
CCOCCCn1c(SCC(=O)Nc2ccccc2OC)nc2ccccc2c1=O	-9	104	95	110	102	1	109	98
Cc1onc(C(=O)NCc2cccs2)c1[N+](=O)[O-]	14	96	78	96	94	2	96	99
Cc1nc2cc(N3CCCCC3)c(NC(=O)c3ccncc3)cc2c(=O)n1Cc1ccc(Cl)cc1	0	101	101	105	102	0	92	82
O=C(O)c1cn(-c2ccccc2)nc1-c1ccncc1	3	97	98	92	97	0	106	91
O=C(Nc1ccc(N2CCN(C(=O)c3ccccc3)CC2)cc1)c1ccc2c(c1)OCCO2	2	98	100	109	103	0	104	98
COc1cccc(NC(=O)CNC(C)CCC(C)C)c1 (stereo not drawn)	6	98	97	108	101	0	111	100
N#Cc1nc(COc2ccc(Cl)cc2)oc1N1CCCCCC1	-3	98	89	99	101	3	105	/
CC1CCCN(C(=O)CCNS(=O)(=O)c2ccc(Br)cc2)C1 (stereo not drawn)	12	111	100	102	99	2	117	99
COc1ccc(CCNC(=O)/C=C/c2ccco2)cc1OC	7	88	97	89	92	3	85	89
CN(CCN1CCOCC1)C(=O)c1cc(COc2ccc(F)c(F)c2)on1	-1	97	113	90	88	4	84	123
CN1C(=O)Cc2cc(S(=O)(=O)N3CCOCC3)ccc21	-2	/	92	92	94	0	91	88
CN(C)c1cccc(C(=O)NCc2ccccc2)c1	2	94	74	103	106	1	96	99
C=CCn1c(-c2cccc(OCC)c2)n[nH]c1=S	18	95	91	102	102	2	88	102
Nc1cc([N+](=O)[O-])cc2oc(-c3ccccc3)cc12	-55	74	129	107	97	0	115	83

Profiles as entered above:
Cc1nc2cc(N3CCCCC3)c(NC(=O)c3ccncc3)cc2c(=O)n1Cc1ccc(Cl)cc1 reads VLA-4 inh: 0; AGP1 TOR yeast: 101; CR mimetic SO: 101; MEP2-GFP yeast: 105; RPL19A TOR yeast: 102; GRK2 aptamer HTS: 0; LAP4-GFP MLPCN: 92; CIT2 TOR yeast: 82
CCCN(C(=O)CSc1ncccn1)C1CCS(=O)(=O)C1 (stereo not drawn) reads VLA-4 inh: -4; AGP1 TOR yeast: 107; CR mimetic SO: 92; MEP2-GFP yeast: 108; RPL19A TOR yeast: 98; GRK2 aptamer HTS: 0; LAP4-GFP MLPCN: 108; CIT2 TOR yeast: 98

Continued.
smiles	VLA-4 inh	AGP1 TOR yeast	CR mimetic SO	MEP2-GFP yeast	RPL19A TOR yeast	GRK2 aptamer HTS	LAP4-GFP MLPCN	CIT2 TOR yeast
CCOC(=O)c1nnn(-c2nonc2N)c1-c1ccc(C)cc1	-4	93	93	101	100	0	95	102
C=CCn1c(SCC(=O)Nc2ccccc2OC)nc2c([nH]c3ccccc32)c1=O	-1	94	132	111	101	0	97	99
CC(=O)c1ccc(NC(=O)Nc2ccc(Cl)cc2)cc1	1	104	104	102	102	0	105	95
CCN1C(=O)/C(=C/N2CCc3ccccc32)SC1=S	-3	95	96	104	95	5	94	96
COc1ccc(CCN2CNc3c(c(=O)n(C)c(=O)n3C)C2)cc1	2	105	97	98	103	1	101	107
CN1CC(c2ccc(C#N)cc2)C2(COc3ccccc3C2=O)C12C(=O)Nc1ccccc12 (stereo not drawn)	-3	101	105	104	103	3	100	98
CN(CCc1ccccn1)C(=O)CN(C)S(=O)(=O)c1ccc2c(c1)c(=O)n(C)c(=O)n2C	5	93	105	96	95	0	100	90
CCOc1cc(N2CCOCC2)c(OCC)cc1NC(=O)C1=NN(c2cccc(C)c2)C(=O)CC1	7	101	146	96	99	0	96	95
O=C1c2ccccc2NC(c2ccccc2)N1c1ccc(O)cc1 (stereo not drawn)	-5	102	91	98	98	2	105	101
O=C(c1ccc(-c2ccccc2Cl)o1)N1CCN(c2ccccc2O)CC1	4	98	88	93	88	0	127	92
Cn1c(=O)c2c(nc(N3CCN(c4ccccc4)CC3)n2CCCc2ccccc2)n(C)c1=O	-9	103	95	103	97	0	106	98
O=c1[nH]cc(F)c(=O)[nH]1	30	77	86	90	88	0	95	80
O=C(CC1CCCC1)Nc1cc(S(=O)(=O)N2CCOCC2)ccc1O	-6	100	100	97	95	2	94	105
Cc1ccc2c(c1)C1CN(C)CCC1N2C(=O)c1cccc(S(=O)(=O)N(C)C)c1 (stereo not drawn)	21	93	97	87	100	0	92	97
CC(C)C(=O)Nc1nnc(SCC(=O)NCc2ccc3c(c2)OCO3)s1	-1	103	106	103	108	0	98	103
CC(C)(C)NS(=O)(=O)c1ccc(NS(=O)(=O)Cc2ccccc2)cc1	8	97	96	103	99	0	104	98
Nc1cc(Cl)ccc1N1CCOCC1	2	96	97	103	98	5	99	96
COc1cc(O)c(CCC(=O)c2ccc(OC)c(OC)c2)c(OC)c1	15	96	95	107	107	3	98	98
COc1ccc(CNS(=O)(=O)NCc2ccc(C)cc2)cc1OC	-4	99	122	110	104	0	103	104
CCOc1ccc(NC(=O)NCc2ccccn2)cc1	4	104	101	151	105	2	92	/

Three entries from above, arranged by their value in RPL19A TOR yeast, ascending.
canonical_smiles | RPL19A TOR yeast
COc1cccc(NC(=O)CNC(C)CCC(C)C)c1 (stereo not drawn) | 101
CC(=O)c1ccc(NC(=O)Nc2ccc(Cl)cc2)cc1 | 102
O=C(Nc1ccc(N2CCN(C(=O)c3ccccc3)CC2)cc1)c1ccc2c(c1)OCCO2 | 103

(list continues)
smiles	VLA-4 inh	AGP1 TOR yeast	CR mimetic SO	MEP2-GFP yeast	RPL19A TOR yeast	GRK2 aptamer HTS	LAP4-GFP MLPCN	CIT2 TOR yeast
COc1c(C(=O)Nc2ccc3[nH]c(=O)[nH]c3c2)cc2ccccc2c1Br	-2	107	91	101	102	0	104	98
CC12CCC(=O)N1C(C(=O)NNC(=O)c1ccccc1)CS2 (stereo not drawn)	-3	98	135	103	100	3	104	92
O=C(COc1ccccc1)N/N=C/c1ccc2c(c1)OCO2	14	97	102	94	105	1	111	99
CCOC(=O)c1cc2sc(C)cc2n1CC(=O)N1CCOCC1	-6	95	97	101	99	0	94	93
CC1CCCN(S(=O)(=O)c2coc(C(N)=O)c2)C1 (stereo not drawn)	-14	103	81	96	101	2	101	102
Cn1cccc1-c1cc(C(=O)N/N=C/c2ccc(Cl)cc2)[nH]n1	17	109	89	107	107	1	119	102
Cc1cccc2c(=O)cc(C)n(Cc3ccccc3)c12	12	109	107	103	103	2	101	108
CC(C)[C@@H](C(=O)O)N(Cc1cccc(CN([C@H](C(=O)O)C(C)C)S(C)(=O)=O)c1)S(C)(=O)=O	2	82	99	95	101	3	107	75
O=C(O)c1ccc(Cn2cnc3cccnc32)cc1	6	99	116	105	103	0	94	100
Cc1occc1C(=O)N1CCCc2ccccc21	-5	108	91	108	104	2	100	91
CN(C)c1ccc(C2(O)C(=O)c3ccccc3C2=O)cc1	2	99	96	101	101	5	92	105
CC(OC(=O)CNC(=O)c1ccc(F)cc1)C(=O)Nc1ccc(S(=O)(=O)N2CCOCC2)cc1 (stereo not drawn)	-1	109	90	100	101	2	103	103
CCc1noc(C)c1C(=O)Nc1cc(C(F)(F)F)ccc1-n1cncn1	-4	102	103	90	92	0	98	93
C/C(=N\NC(=O)CNC(=O)c1cccs1)c1ccc(Cl)c(Cl)c1	30	93	131	96	95	4	93	101
CCCCNC(=O)C1COc2ccccc2O1 (stereo not drawn)	8	105	106	107	103	3	97	98
O=C(/C=C/c1ccc(Cl)cc1)N1CCN(c2c(Cl)cccc2[N+](=O)[O-])CC1	4	93	114	96	101	0	106	86
Cc1cccc(N2CCN(C(=O)CC(NC(=O)c3ccccc3)c3ccccc3)CC2C)c1 (stereo not drawn)	15	96	54*	103	107	0	99	97
O=C(COC(=O)c1ccccc1Br)Nc1cccnc1Cl	13	100	84	102	98	0	100	82
O=C(Nc1ccc(Cl)cc1)c1ccc2c(c1)OCO2	12	90	95	97	95	1	99	85
CC/C(=N\NC(=O)CNC(=O)/C=C/c1ccco1)c1ccccc1	0	100	94	107	94	2	97	109

Going on with the list:
smiles	VLA-4 inh	AGP1 TOR yeast	CR mimetic SO	MEP2-GFP yeast	RPL19A TOR yeast	GRK2 aptamer HTS	LAP4-GFP MLPCN	CIT2 TOR yeast
COc1ccc(C(=O)NCc2nnc(SCC(=O)NO)n2Cc2ccccc2)cc1	2	92	95	98	101	1	104	97
CC(=O)N1c2ccccc2-c2nc3ccccc3n2C1C (stereo not drawn)	8	104	103	100	104	0	96	103
Cc1cccc(CN2CCNC2=O)c1	7	93	129	95	93	1	92	97
Cc1cccc(NC(=O)COc2ccc(/C=N\n3cnnc3)cc2)c1	18	106	92	105	104	43*	102	112
O=C(Nc1ccccc1)N(CCCN1CCOCC1)Cc1cc2cc3c(cc2[nH]c1=O)OCCO3	9	94	83	96	93	0	92	88
CCOC(=O)c1[nH]c(C)c(/C=N/O)c1C	-9	96	98	97	93	0	92	99
COc1ccccc1NS(=O)(=O)c1cc(NC(=O)c2sccc2C)ccc1N1CCOCC1	0	103	98	96	99	0	91	74
CCOC(=O)C1CCN(C(=O)C(C)Oc2ccc(Br)cc2)CC1 (stereo not drawn)	-9	94	100	96	88	0	92	80
CSc1ccc(CN(C)C(=O)CCNS(=O)(=O)c2ccc(C)c(C)c2)cc1	-2	101	103	99	100	0	98	97

This is a random part of the collection. About 1.7% of those tested had a hit in this group.
